# Bioassay records (PubChem)
# RBBP9 inh: inhibitors of human serine hydrolase RBBP9 | O75884 | recombinant RBBP9, FP-Rh probe fluorescence polarization | inhibition, % at 7.94 µM | actives 0.2% (n = 220,000);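 active means inhibition above the campaign mean of all tested compounds plus 3 SD, cut at about 14% in these data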;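 further: plate controls were DMSO wells with RBBP9 for no effect and wells lacking RBBP9 protein for full effect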
# Target sequence (O75884 whole entry, looked up): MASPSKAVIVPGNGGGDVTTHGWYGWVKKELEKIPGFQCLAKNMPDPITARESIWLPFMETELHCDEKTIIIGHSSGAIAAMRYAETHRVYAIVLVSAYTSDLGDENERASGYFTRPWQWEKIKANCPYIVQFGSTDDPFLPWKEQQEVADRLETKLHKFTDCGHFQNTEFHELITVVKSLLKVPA
#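 Assay system: recombinant human RBBP9; Reagent: Serine-hydrolase probe FP-Rh, 375 nM pre-mixing; Doses: 7.94 µM single dose, 0.794% DMSO; Incubation: 30 min then 45 min, 25 °C; Detection: fluorescence polarization (mP), excitation 525 nm, emission 598 nm; Evaluation: percent inhibition from mP, scaled between DMSO and no-protein wells.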
# Furin inhibitor: human furin inhibition. AID 463115. inhibition, % at 30 µM. actives 0.061% (n = 220,000). purified furin, fluorogenic substrate cleavage; in the data active means inhibition above about 25%; further: inactives centre near -15
# Runt-CBFb FRET: inhibitors of human RUNX1 Runt domain binding to CBFb. Q01196+Q13951. Cerulean-Runt/Venus-CBFb FRET ratio 530/480, 1 h. inhibition, % at 20 µM. actives 0.46% (n = 220,000). AID 1496;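 active means inhibition over about 50% at 20 µM in the single-dose screen, limit read from the data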;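 further: 0% = DMSO wells and 100% = excess unlabeled CBFb competitor control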
#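 System: Cerulean-labeled Runt domain protein | Quantity: 100 nM of each labeled protein | Schedule: 1 h compound exposure, room temperature | Detection: Fluorescence energy transfer, 422 nm excitation, 530/480 nm emission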
# Tb hexokinase: T. brucei hexokinase 1 inhibition. recombinant TbHK1, G6PDH-coupled NADH A340. inhibition, % at 10 µM. actives 0.11% (n = 220,000). AID 1430;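 active means inhibition of 50% or more in the single-dose primary screen; inactive means inhibition below 50%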
# m-calpain inh: calpain II (pig) inhibition; actives 0.37% (n = 220,000); inhibition, % at 16 µM; purified calpain II, fluorogenic peptide substrate, 30 min;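 active means inhibition above about 50%, limit read from the data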
# p97 ATPase inh: human p97 ATPase inhibition; recombinant p97 ATPase, Kinase-Glo ATP luminescence, 3 h; inhibition, % at 8 µM; actives 0.42% (n = 220,000); in the data active means inhibition above about 15%;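 further: 0% = DMSO vehicle and 100% = wells lacking enzyme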
# Target sequence (P55072 whole entry, looked up): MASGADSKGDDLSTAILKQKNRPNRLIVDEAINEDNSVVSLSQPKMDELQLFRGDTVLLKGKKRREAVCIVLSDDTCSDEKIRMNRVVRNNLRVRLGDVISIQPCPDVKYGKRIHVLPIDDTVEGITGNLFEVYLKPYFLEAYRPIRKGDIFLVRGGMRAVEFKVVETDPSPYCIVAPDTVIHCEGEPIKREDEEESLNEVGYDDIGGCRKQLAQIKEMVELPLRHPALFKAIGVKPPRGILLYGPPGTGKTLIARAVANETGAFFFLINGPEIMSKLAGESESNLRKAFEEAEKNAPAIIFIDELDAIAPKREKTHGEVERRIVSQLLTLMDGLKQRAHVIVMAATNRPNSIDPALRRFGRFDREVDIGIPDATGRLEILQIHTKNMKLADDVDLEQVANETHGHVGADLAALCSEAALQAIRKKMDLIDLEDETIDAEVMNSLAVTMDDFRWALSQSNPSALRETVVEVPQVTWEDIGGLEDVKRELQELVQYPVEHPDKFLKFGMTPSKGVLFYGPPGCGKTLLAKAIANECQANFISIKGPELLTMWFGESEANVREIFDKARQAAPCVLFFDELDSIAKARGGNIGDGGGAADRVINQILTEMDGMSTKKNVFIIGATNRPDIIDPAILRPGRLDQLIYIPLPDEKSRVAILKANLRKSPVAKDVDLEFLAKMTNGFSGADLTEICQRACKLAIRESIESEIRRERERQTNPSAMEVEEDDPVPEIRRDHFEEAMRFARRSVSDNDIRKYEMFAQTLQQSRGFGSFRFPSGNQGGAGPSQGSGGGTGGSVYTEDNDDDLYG
# Runt-SMMHC FRET: Runt domain-CBFb-SMMHC interaction inhibition | Q01196+Q13951 | Cerulean-Runt/Venus-CBFb-SMMHC FRET ratio 530/480, 1 h | inhibition, % at 20 µM | actives 0.74% (n = 220,000) | AID 1434;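 active means mean inhibition across duplicate retests at 20 µM reaching about 50%, limit read from the data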;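 further: 0% = DMSO wells and 100% = wells with excess untagged CBFb-SMMHC; inhibitors lower the FRET ratio by blocking Runt binding to CBFb-SMMHC; some results filed as inactive read as strong as hits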
# EBV gp42 block: EBV gp42 inhibition. Fluorescence polarization binding assay, mP read-out. inhibition, % (tested at 21.74 µM). actives 0.42% (n = 220,000). AID 1085; in the data active means inhibition above about 50%
# p47phox inh: blocks human p47phox regulatory protein of NADPH oxidases; p47phox/p22phox peptide binding, fluorescence polarization, 2 h; actives 0.53% (n = 220,000); P14598; inhibition, % at 24.7 µM; AID 1274;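 active means inhibition above about 30%, limit read from the data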;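 further: 0% = p47phox with labelled peptide and 100% = labelled peptide alone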
# Numbers without * were called inactive; i = inactive; / = not tested or not shown; [ ] = remark or other dose.
RBBP9 inh | Furin inhibitor | Runt-CBFb FRET | Tb hexokinase | molecule | m-calpain inh | p97 ATPase inh | Runt-SMMHC FRET | EBV gp42 block | p47phox inh
-5.7 | -15.8[20 µM] | 1.9 | -2.1 | O=C(CSc1nnc(CNC(=O)c2ccccc2F)o1)c1ccccc1 | 6.4 | -0.7 | 3.4 | -14.8 | -11.4
-8.3 | -15.8[20 µM] | -0.2 | -6.0 | CC(C)N(Cc1nc(-c2ccccc2)no1)C(=O)C1CCCCC1 | 23.1 | -0.4 | 1.1 | -1.5 | -6.8
8.3 | -17.6 | 0.0 | -2.9 | Cc1cc(C)n(-c2nc(NCCN(C)C)c3c4c(sc3n2)COC(C)(C)C4)n1 | -5.8 | 5.0 | -3.0 | -17.2 | -5.5
-8.3 | -12.4 | 0.9 | -2.3 | CC(C)CC(NC(=O)c1ccc(C#CC(C)(C)O)s1)C(=O)O (centres undefined) | -4.3 | 2.4 | 2.4 | -6.3 | 3.1
-11.3 | 6.9 | 2.3 | 15.0 | CC1(C)C(C=C(Cl)Cl)C1C(=O)Nc1ccc([N+](=O)[O-])cc1 (centres undefined) | 52.7* | 0.7 | -2.9 | 7.0 | -12.1
-2.7 | -23.4 | 9.3 | -16.1 | CN=c1scc(C)n1/N=C/c1cc(Br)c(O)c(Br)c1 | -76.6 | -0.9 | 14.9 | -2.1 | -2.7
0.3 | -16.6 | -1.5 | -5.4 | COc1ccc2c(c1)CC(=O)NC=C2 | -20.2 | 2.9 | 2.4 | -13.6 | 1.6
-11.7 | -28.9 | -4.3 | -7.8 | CCCOC(=O)c1cccc(Nc2nc(-c3cccnc3)nc3ccccc23)c1 | -22.5 | 2.1 | -3.5 | -10.9 | -23.1
-2.8 | -35.0 | 1.8 | -4.6 | COc1ccc(CCNC(=O)Cn2c(=O)n(-c3cc(F)ccc3F)c(=O)c3sccc32)cc1OC | -11.6 | -0.6 | 1.4 | -6.2 | -0.1
-2.2 | -7.4[20 µM] | 2.4 | -9.3 | N#CC1=C(S)N(c2ccc(F)cc2)C(c2cccs2)NC1=O (centres undefined) | 11.4 | 2.8 | -1.6 | 0.8 | -4.3
-0.1 | 3.6[20 µM] | 3.5 | -6.0 | Cc1cccn2cc(CSc3ccccc3N)nc12 | 10.7 | -4.0 | 1.9 | -14.5 | -15.7
1.6 | -8.5 | -1.7 | 0.2 | CC1CCN(C(=O)C2CCCN(S(C)(=O)=O)C2)CC1 (centres undefined) | -16.3 | 3.2 | 0.6 | -16.4 | -5.2
-1.5 | -6.7 | 0.8 | -8.8 | CCN(CC)CCOC(=O)C12CC3CC(CC(C3)C1)C2 | -14.1 | -6.0 | 2.1 | -14.9 | -1.1
-4.3 | -27.5 | -3.4 | -3.2 | COCCCNC(=S)NC1CCCCC1 | -10.4 | 3.2 | 1.9 | -5.0 | 0.8
-5.9 | -9.0 | -0.4 | -11.8 | CC(C)(C)c1ccc(CCC2OCC(CN3CCOCC3)O2)cc1 (centres undefined) | -40.5 | 3.4 | -2.0 | -1.5 | -8.9
-0.3 | -21.7 | -0.8 | -0.7 | Cc1csc(SCC(=O)NC(=O)C2CCCCC2)n1 | -34.1 | 1.8 | -2.1 | -2.6 | 3.6
1.0 | -24.8 | -1.1 | -3.0 | COc1cccc(NC(=S)NC(C)c2ccc(OC)c(OC)c2)c1 (centres undefined) | -9.8 | 4.6 | -1.9 | -4.5 | -15.8
-6.2 | -22.1 | 34.8 | 0.7 | O=C(NNc1nc2cc3c(cc2s1)OCCO3)c1ccc(F)cc1 | -5.9 | 0.2 | 4.7 | 0.1 | -7.9
-2.6 | -7.6[20 µM] | -3.7 | -4.4 | Cc1cccc(N2CCN(C(=O)COc3cc(=O)n(C)c4ccccc34)CC2)c1C | -12.0 | -5.6 | -6.1 | -4.4 | -1.4
2.7 | -1.5 | -0.8 | 19.3 | CC(C)C(c1nnnn1Cc1ccc(F)cc1)N1CCN(C(=O)c2ccco2)CC1 (centres undefined) | -5.0 | -3.4 | 2.3 | -9.6 | -15.2
-3.3 | -16.3 | 2.9 | 0.6 | CNC(=O)C1=C(C)NC(=S)NC1c1cc2c(cc1OC)CCCC2 (centres undefined) | 0.9 | 3.8 | 2.5 | -1.7 | -8.9
5.1 | -19.4 | 5.5 | 5.3 | O=C(O)CSc1sc(=S)sc1SCC(=O)O | -12.2 | 8.2 | 1.7 | -21.9 | -14.0
-6.4 | -23.8 | 0.7 | 0.3 | CC(NS(=O)(=O)/C=C/c1ccccc1)C(=O)O (centres undefined) | 7.2 | 4.0 | 0.5 | -15.6 | -4.9
-12.0 | -14.7 | 1.1 | -8.7 | Cc1ccccc1NC(=O)c1ccc(NS(=O)(=O)c2cc(C(C)(C)C)cc(C)c2C)cc1 | -23.6 | -2.6 | 0.4 | 9.8 | -9.2
-7.6 | -16.5 | 6.3 | -18.2 | Oc1ccc(C=Nc2ccccc2-c2nc3ccccc3[nH]2)c(O)c1 | i | 4.1 | 12.3 | 17.8 | -17.5
-6.9 | -9.8[20 µM] | 3.8 | -1.3 | Cn1c(=S)[nH]c2ccccc21 | -15.7 | -1.6 | 1.9 | 6.5 | -11.4
-2.3 | -31.4 | -1.8 | 5.3 | CCOC(=O)N1CCN(C2CC(=O)N(c3ccccc3)C2=O)CC1 (centres undefined) | -6.7 | 3.5 | -3.6 | -15.4 | -6.3
-5.9 | -17.1 | 0.7 | -3.5 | COc1ccc2cc(/C=N/NC(=O)CSCc3ccc([N+](=O)[O-])cc3)c(Cl)nc2c1 | -61.6 | 3.3 | -1.9 | -16.8 | -32.1
-14.5 | -2.5 | 0.7 | -18.1 | Cn1cc([N+](=O)[O-])c(C(=O)Nc2ccc(-c3nc4ccccc4[nH]3)cc2)n1 | -77.8 | -3.3 | 2.7 | 16.4 | 6.7
-10.3 | -14.6 | -0.5 | -4.4 | COc1ccc(N2CCc3c(C)nc4c(OC)cc(OC)cc4c32)cc1 | -39.6 | 0.6 | -4.5 | -1.0 | 9.1
-1.8 | 18.9[20 µM] | 0.2 | -1.6 | COc1cc(CNC2CCC(C)C2)cc(OC)c1 (centres undefined) | -9.7 | -0.5 | 0.1 | -134.9 | -3.3
-11.3 | -5.6[20 µM] | / | -6.3 | O=C(NCCCNC(=O)NC1CCCCC1)NC1CCCCC1 | / | -3.5 | / | / | /
-7.0 | -11.4[20 µM] | -3.2 | 1.0 | Cc1ccccc1C(=O)Nc1ccccc1Sc1ccccc1 | 31.2 | -6.5 | 2.3 | -6.3 | 1.4
-5.7 | -21.4 | 1.2 | 3.1 | O=C(NCCCn1ccnc1)c1ccc(N2CCCCCC2)c([N+](=O)[O-])c1 | 8.4 | 2.9 | -2.9 | -7.2 | -2.1
-0.1 | -13.5[20 µM] | 3.1 | -2.3 | Cc1cccc(NC(=O)CCOc2ccccc2)c1 | 28.8 | -2.0 | 1.4 | -23.1 | -3.9
-3.9 | -3.1 | -5.9 | -11.9 | Cc1ccc(-c2nc(P(=O)(c3ccccc3)c3ccccc3)c(N3CCOCC3)o2)cc1 | -15.5 | -4.9 | -0.1 | 9.5 | -19.1
-9.8 | -5.5 | 0.8 | -3.8 | C=CCNC(=O)C1CCN(c2cnccn2)CC1 | -49.3 | 3.7 | -4.0 | -1.9 | -12.9
-1.2 | -14.5 | -0.4 | -3.0 | Cc1c(NC(=O)C2(C)CCCCC2)c(=O)n(-c2ccccc2)n1C | -23.0 | 2.1 | 2.3 | -11.4 | -13.9
2.2 | -20.5 | 10.2 | -11.7 | Fc1ccc(-n2c(-c3ccc4ccccc4n3)n[nH]c2=S)cc1Cl | 2.3 | 2.5 | 14.9 | -6.8 | -25.4
2.3 | -8.7 | -9.3 | -5.8 | CCOC(=O)c1sc(NC(=O)COC(=O)CNC(=O)c2ccco2)c(C(=O)OCC)c1C | -5.5 | 3.6 | -7.4 | -15.5 | -19.6
-6.1 | -23.3 | -3.0 | -10.1 | O=C(Cc1cccs1)N1CCN(c2ccc([N+](=O)[O-])cc2)CC1 | -92.8 | 6.9 | -16.2 | -14.8 | 3.2
4.3 | -17.4[20 µM] | -1.4 | 3.3 | CC(=O)c1cccc(S(=O)(=O)N2CCC(n3nnc4cc(F)ccc43)CC2)c1 | -4.1 | 4.8 | -2.8 | -10.0 | -0.4
-1.6 | -7.4 | -5.6 | 32.6 | CCn1c(CCNC(=O)c2ccc(OC)cc2)nnc1SCc1ccc(Cl)cc1Cl | 1.5 | -2.0 | -0.9 | 9.0 | -5.0
-12.6 | -21.0 | -2.6 | 3.7 | Cc1nn(-c2ccccc2)c(C)c1/C=N/NC(=O)c1cc(-c2cccs2)[nH]n1 | -25.2 | 1.9 | -0.3 | -1.0 | -23.8
-10.2 | -15.8[20 µM] | 2.7 | 0.8 | COc1cccc(S(=O)(=O)Nc2cccnc2)c1 | -26.4 | -1.0 | -99.4 | -6.0 | -17.6
-2.3 | -23.1 | -1.5 | 4.0 | O=C(Cn1nnc(-c2ccccc2)n1)OCc1ccccc1 | -5.7 | 0.2 | 2.2 | 6.3 | -6.9
11.4 | -16.6 | 2.0 | 0.7 | O=C(CN1C(=O)CCSc2ccccc21)Nc1ccc2c(c1)OCO2 | 29.1 | 0.1 | 0.5 | 4.8 | -10.5
4.7 | -15.7[20 µM] | 0.3 | -10.7 | CCOC(=O)c1c(C)n(-c2ccc(C)cc2)c2c(CC(C)=O)c(Br)c(OC)c(O)c12 | 25.9 | 4.4 | -3.3 | -28.3 | 1.2
4.4 | -27.5 | 1.0 | 0.4 | CCOC(=O)CNC(=O)c1ccc(Cl)s1 | 2.0 | 4.6 | -4.3 | -12.3 | -6.6
-10.8 | -25.2 | 10.6 | 0.2 | COc1ccc(NC(=S)Nc2ccc(OC(F)F)cc2)cn1 | -2.4 | -0.9 | 3.8 | 1.5 | 1.9
2.5 | -17.0 | 3.7 | -17.2 | CN(C)CCN(Cc1cc2cc3c(cc2[nH]c1=O)OCCO3)C(=S)NCC1CCCO1 (centres undefined) | -112.5 | -5.7 | -27.3 | -2.0 | -10.6
-0.4 | -17.5 | 0.5 | -1.4 | CC(Sc1nnc2ccccn12)C(=O)Nc1ccc(Cl)cn1 (centres undefined) | 0.6 | -4.8 | 3.5 | -25.3 | -13.3
-1.9 | -22.6 | 0.6 | 5.6 | COc1ccc(C(=O)C2CCCN(Cc3cccn3-c3nccs3)C2)cc1F (centres undefined) | -17.6 | 3.5 | -2.9 | -6.5 | -6.5
1.8 | -11.3 | 28.4 | -13.0 | O=C(O)COc1ccc(/C=N/NC(=O)c2ccc(-c3csc(Nc4ccc(Cl)cc4)n3)cc2)cc1 | 31.7 | -12.9 | -103.2 | 92.5* | -88.6
3.3 | -13.0 | 7.9 | -1.9 | CC(C)(C)N1NC2(CCCCC2)NC1=S | 29.5 | 2.3 | 1.7 | 5.0 | -9.2
-7.5 | -13.7[20 µM] | 2.5 | -4.3 | COc1ccc(Cl)cc1NC(=O)COC(=O)/C=C/c1c(C)nn(C2CCS(=O)(=O)C2)c1Cl (centres undefined) | -24.8 | 3.9 | 1.8 | -14.5 | -10.3
-5.6 | -12.5[20 µM] | -2.6 | -0.4 | CSCCC(NC(=O)C12CC3CC(CC(C3)C1)C2)C(=O)OCC(=O)c1ccc(Cl)cc1 (centres undefined) | -1.4 | 2.6 | -3.9 | -25.6 | 1.1
-17.3 | -19.0 | -0.9 | -1.5 | Cc1cc(Nc2cccc(F)c2)nc(-c2ccccc2O)n1 | -148.4 | 2.9 | -31.2 | -13.3 | -21.9
